Screens: PubChem, Fisher Drug Discovery Resource Center
mcGAS lum = blocks mouse cGAS activity. Q8C6L5. recombinant cGAS, Kinase-Glo ATP depletion luminescence. inhibition, % at 12.5 µM. 0.15% of 160,000 active. AID 1259399;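 further: 0% = negative control wells and 100% = reference inhibitor with no enzyme activity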
NPYLR7 agonist = mosquito NPYLR7 agonism | HEK293T NPYLR7/Galpha15, GCaMP6s calcium fluorescence | activation, % at 10 µM | 0.15% of 270,000 active | AID 1259423; in the data active means activation above about 40%;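 further: 0% = vehicle and 100% = reference agonist at the receptor; some compounds past the cut are filed as inactive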
hcGAS inh = inhibitors of human cGAS; inhibition, % at 12.5 µM; recombinant h-cGAS, ATP depletion, Kinase-Glo luminescence; Q8N884; 0.081% of 290,000 active;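 further: 0% = vehicle reaction and 100% = reaction without DNA for no activity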
Target sequence (Q8N884 whole entry, looked up): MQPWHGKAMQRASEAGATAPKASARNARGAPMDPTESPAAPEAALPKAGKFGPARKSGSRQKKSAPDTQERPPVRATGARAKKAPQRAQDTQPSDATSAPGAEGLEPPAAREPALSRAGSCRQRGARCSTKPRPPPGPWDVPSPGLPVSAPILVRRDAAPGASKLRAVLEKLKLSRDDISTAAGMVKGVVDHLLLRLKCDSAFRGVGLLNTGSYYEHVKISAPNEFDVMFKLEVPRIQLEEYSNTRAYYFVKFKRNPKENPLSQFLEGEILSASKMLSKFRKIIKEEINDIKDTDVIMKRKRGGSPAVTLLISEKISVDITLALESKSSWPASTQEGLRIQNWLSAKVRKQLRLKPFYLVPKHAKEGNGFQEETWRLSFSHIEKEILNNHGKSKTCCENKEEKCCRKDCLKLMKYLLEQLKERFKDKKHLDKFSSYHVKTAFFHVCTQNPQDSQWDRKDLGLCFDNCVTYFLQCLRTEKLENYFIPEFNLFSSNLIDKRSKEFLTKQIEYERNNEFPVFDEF
Numbers without * were called inactive; x = no result given; & = joins results of further samples. Unless noted, no stated cut-off is given here; in the data, active means inhibition above about 40%; inactive means the rest. The order is random; about 0.27% have a hit in one of these screens.

SMILES	mcGAS lum	NPYLR7 agonist	hcGAS inh
OCCn1ccnc1-c1cccc(OCc2ccccc2)c1	-10	4	-4
COC(=O)c1ccc(C(=O)NS(=O)(=O)c2ccc(NC(C)=O)cc2)cc1	x	0	-4
C#CCOC(=O)CN1C(=O)c2cccc3cccc(c23)C1=O	x	-8	-3
CCCn1cc(C(=O)NCc2cccnc2-n2ccnc2)c(C)n1	x	4	-6
CC(C)(C)c1ncc(CNc2ccc(OCC(F)(F)F)nc2)s1	x	14	3
CCOc1ccccc1NC(=O)CSc1nc2c([nH]c3ccccc32)c(=O)n1CC	-7	1	0
Cc1cc(C)n(CCN2C(=O)NC(CC(=O)O)C2=O)c(=O)c1C#N (centres undefined)	x	2	3
CCCCCN(CC(=O)Nc1cc(C(C)(C)C)nn1-c1ccc(C)cc1C)C(=O)Nc1ccc(Br)cc1	-5	-3	-8
Cc1cc(Br)ccc1NC(=O)CN(C)C(=O)c1cncn1-c1ccccc1	-9	6	-8
CCN1CCN(C(=O)c2cnc(N3CCN(CC)CC3)nc2C)CC1	-5	x	-8
Cc1nn(-c2ccccc2Cl)c2sc(C(=O)N(C)CC(=O)Nc3ccccc3Cl)cc12	x	-16	3
Cn1cnnc1C1CCCN(C(=O)NCc2cccc(F)c2)C1 (centres undefined)	x	6	-19
Cc1cc(NC(=O)C(C)Nc2ccc3c(c2)CCO3)no1 (centres undefined)	-10	0	-17
CCc1nnc(C(C)Sc2nnc(CCC3CCCCC3)o2)o1 (centres undefined)	x	-1	-12
Cc1cnc(N2CCN(C(=O)c3ccccc3S(=O)(=O)N3CCOCC3)CC2)s1	x	-2	0
CCn1c(=S)n(C(=O)c2ccccc2F)c2ccccc21	x	-3	5
CCCCOCC(O)CN1CCOCC1 (centres undefined)	-3	6	0
CCN1C(=O)SC(N(CCN2C(=O)CSC2=O)c2cccc(C)c2)C1=O (centres undefined)	-8	13	-5
Cn1nnc2c(SCC(=O)NC(C)(C)C)ncnc21	x	1	-2
Fc1cccc(Cn2cccc2CNC2CCCCC2)c1	-7	-7	-9
C=C(C)COc1ccccc1C(=O)N(C)Cc1nc(-c2ccncc2)no1	-17	6	-7
Cc1cc(=O)oc(C)c1C(=O)OCC(=O)N1c2ccccc2CCC1C (centres undefined)	x	9	-9
CCc1nc(Cn2ccnc2-c2ccnn2-c2ccccc2)no1	-2	-2	7
O=C(NCc1cccs1)c1cncn1-c1ccc(-c2cc(C(F)(F)F)cc(C(F)(F)F)c2)cc1	0	-7	-2
COc1cc(=O)n(-c2ccccc2C)nc1C(=O)Nc1ccc(C)cc1	x	13	-6
CN(Cc1ccc2c(c1)OCO2)C(=O)Nc1cccc(N2CCCC2)c1	-5	3	-5
CCc1ccc(S(=O)(=O)NCCn2nc(-c3ccccc3)ccc2=O)s1	-8	1	-5
COc1ccc2nc(-c3ccc(C)c(NS(=O)(=O)c4ccc(C(C)=O)cc4)c3)cn2n1	-10	-11	-2
CN(CCOc1ccc(CC2SC(=O)NC2=O)cc1)c1ccccn1 (centres undefined)	x	-24&-6&-9	1&38&-4
COc1ccc(-c2nc3nc(-c4cc(OC)c(O)c(OC)c4)cc(C(=O)O)c3[nH]2)cc1	-7	0	-3
CCCN(C(=O)/C=C/c1ccc([N+](=O)[O-])cc1)C(C)c1nc2ccccc2c(=O)n1-c1ccccc1CC (centres undefined)	-6	32	-7
COc1cccc(-n2nnc3c(=O)n(CC(=O)NCc4ccccc4Cl)cnc32)c1	x	9	-6
OCCNc1ccc(/C=C/c2ccccc2)nn1	-12	4	-8
CCCCSc1nnc2nc(C)cc(C)n12	x	0	16
Nc1ccc(-c2ccccc2CO)cn1	-17	8	-5
COc1cc(-c2ccc(S(C)(=O)=O)cc2)nc(OC)n1	x	6	-4
CC(C)(O)C#Cc1ccc(C(=O)NCc2ccccc2-n2ccnc2)o1	-10	4	-2
Cc1cc(OCC(=O)Nc2ncc(C(N)=O)s2)ccc1Cl	x	20	-9
COc1ccc(CC(=O)Oc2cc(C)[nH]c(=O)c2[N+](=O)[O-])cc1	-6	-3	-4
CN(CC1CC(=O)N(C(C)(C)C)C1)C(=O)CSc1nnc(N)s1 (centres undefined)	-10	1	-1
O=S(=O)(NC(=NC1CCCCC1)c1ccccc1)c1ccccc1	-8	-2	-7
Cc1cccc(N2CCn3c2nc2c3c(=O)n(CCN3CCOCC3)c(=O)n2C)c1C	x	-2	-8
CC(C(=O)Nc1ccccc1Cc1ccccc1)N1CCCC1 (centres undefined)	-4	7	-3
COc1cc(NC(=O)N2CCc3ccccc3C2c2ccc(F)cc2)cc(OC)c1 (centres undefined)	-7	0	-3
CCN(Cc1nc2cc(Cl)ccc2c(=O)[nH]1)C(=O)CSc1ccc(F)cc1	x	21	-13
O=C(NC1CCCC1)[C@H](Cc1ccccc1)NS(=O)(=O)c1ccc2c(c1)OCCO2	x	2	5
C#CCN(C)C(=O)c1ccc(-c2ccc(F)cc2)s1	-4	4	0
COc1ccccc1-c1nc2ccc(C)cn2c1NC(=O)CCCl	-3	-3	-7
Cc1ccc(-c2n[nH]c(=S)c3ccccc23)cc1	-5	3	-2
S=c1[nH]nc(-c2ccncc2)n1-c1ccc(Cl)cc1	x	3	-2
COc1cc(NC(=O)C(C)Sc2nnc(C(C)N(C)C)n2-c2ccc(F)cc2)cc(OC)c1 (centres undefined)	x	1	-2
CCCN1CCC(NC(=O)Nc2ccc(N3CCOC3=O)cc2)CC1	x	8	-8
CCc1nc2ccc(C(=O)NCCNC(C)=O)cn2c1N(C=O)CC	-1	-7	-6
COC(=O)c1cccc(CN2C(=O)C(C)Sc3ccc(C(C)=O)cc32)c1 (centres undefined)	x	9	-3
CN1C(=O)C(=Cc2cccnc2)SC1=S	2	11	-8
COC(=O)C1CCN(C(c2ccc(Cl)cc2)C2Sc3nc(-c4ccco4)nn3C2=O)CC1 (centres undefined)	-5	-3	-6
CCc1cc(C(=O)O)c2c(c1)C(C)CC(C)(C)N2 (centres undefined)	x	-16	-6
N#CC(C(=O)CC(C1CC1)C1CC1)C(=O)NC1CC1 (centres undefined)	x	1	-8
C=CCn1c(O)c(N=NC(=O)c2ccccc2O)c2ccccc21	-6	6	-6
CCc1cc(CN(C)Cc2ccc(CO)o2)on1	-3	-1	-2

Next entries follow:
SMILES	mcGAS lum	NPYLR7 agonist	hcGAS inh
C=CCN(CC(=O)N1CCc2sccc2C1c1ccc(C(C)(C)C)cc1)C(=O)C1C[C@H]1c1ccccc1 (some centres undefined)	1	x	4
CNC(=O)CC(C)N(C)Cc1cc(C)c(C)cc1C (centres undefined)	0	x	-2
O=C1CSC(=S)N1N=Cc1cc(Br)ccc1O	x	-1	1
Cc1ccc(Cl)cc1-n1c(SCc2nc(C(=O)NCc3ccc4c(c3)OCO4)cs2)nnc1-c1ccncc1	-5	-7	-13
Nc1nc(/C(=C/CC(=O)O)C(=O)N[C@@H]2C(=O)N3C(C(=O)O)=CCS[C@H]23)cs1	x	-16	12
O=S(=O)(c1ccc2c(c1)nc(SCc1c(F)ccc(F)c1Cl)n2CC1CC1)N1CCCC1	0	0	6
O=C(NCC1CCCCCCC1)N1CCCC(c2ncn[nH]2)C1 (centres undefined)	x	1	-18
CC(=O)N1N=C(c2ccccc2)OC1C(=O)Nc1cccc(C(F)(F)F)c1 (centres undefined)	x	0	15
COc1ccc(C2c3ccsc3CCN2C(=O)CN(C(=O)CCc2ccccc2)C2CC2)cc1 (centres undefined)	-5	13	-5
Cc1ccc(-n2ncc3c(C(C)C)nn(CC(=O)N4CCC(C)CC4)c(=O)c32)cc1C	x	18	-3
CCCCN(C=O)c1c(CC)nc2c(OCc3cccc(Cl)c3)cccn12	-2	1	-4
c1cncc(-c2nc3c(c(NCCc4c[nH]c5ccccc45)n2)CCNC3)c1	x	3	-3
Cc1ccc(C(=O)N2CCN(c3ccc(C(C)O)cc3F)CC2)c(C)c1 (centres undefined)	x	-1	-16
COc1ccc(CCN(C)C(=O)c2cc3n(n2)CCN(Cc2ccc(F)cc2)C3=O)cc1OC	-6	10	-1
CCNC(=O)[C@H]1CC[C@@](C)(C(=O)NCc2cccc3[nH]ccc23)C1(C)C	-11	3	-1
O=C(O)CC1S\C(=N/N=C\C=C\c2ccccc2)NC1=O (centres undefined)	-6&-5	-8&-15	-6&-4
CC1CCC(NC(=O)CCC(=O)N2CCc3ccccc3C2)CC1 (centres undefined)	-2	-9	-8
CCC(=O)c1ccc(OCC(O)CN2C(SCc3ccccc3)=NC3C=CC=CC32)cc1 (centres undefined)	x	5	-10
Cc1nc(C)c(CNC(=O)c2ccccc2N2CCOCC2)s1	x	3	1
CC(=O)Nn1cc2c(=O)n(C)c(=O)n(C)c2c1	x	-12	-2
Cc1cccc(NC(=O)CCC2CCN(C(=O)COc3ccc(Cl)cc3)CC2)c1	x	8	-7
COc1ccc(S(=O)(=O)Oc2cc(CN(CC(C)C)C(=O)c3cccs3)ccc2OC)cc1	-10	-6	-5
Cc1cccc(Cn2c(C(=O)N3CCN(S(=O)(=O)c4ccc(F)cc4)C(C)C3)cc3ccoc32)c1 (centres undefined)	-5	x	-2
CCOC1CCCN(C2=NCc3cnn(C(C)(C)C)c3N2)C1 (centres undefined)	x	-7	-12

Retrieved by structure from the entries so far (3):
SMILES	mcGAS lum	NPYLR7 agonist	hcGAS inh
CC1CCC(NC(=O)CCC(=O)N2CCc3ccccc3C2)CC1 (centres undefined)	-2	-9	-8
CCOC1CCCN(C2=NCc3cnn(C(C)(C)C)c3N2)C1 (centres undefined)	x	-7	-12
COc1ccc(CCN(C)C(=O)c2cc3n(n2)CCN(Cc2ccc(F)cc2)C3=O)cc1OC	-6	10	-1

Next section
SMILES	mcGAS lum	NPYLR7 agonist	hcGAS inh
COc1ccc(C2=Nc3nnnn3C(c3ccc(F)c(Br)c3)C2)cc1 (centres undefined)	x	6	8
CCc1cc2c(=O)n(NC(=O)c3cccc(C)n3)cnc2s1	-5	8	-7
OC(CN1CCCC1)Cn1c2ccc(Cl)cc2c2cc(Cl)ccc21 (centres undefined)	x	-15	12
CCOc1ccc(-c2cc(=O)n(C)cn2)cc1	-3	-19	6
O=C(c1cccc2ccccc12)N1CCN(c2nccc(-c3cccc(C(F)(F)F)c3)n2)CC1	3	-9	4
COC(=O)CN1C(=O)CNC12CCN(C(=O)c1c(C)noc1C)CC2	x	0	-4
CC(C)(O)C#Cc1ccc(C(=O)N2CCCCC2CCn2cccn2)o1 (centres undefined)	x	6	-5
Cc1nn(C(=O)CC2CCCCC2)c(C)c1S(=O)(=O)N1CCC(C)CC1	1	x	7
CCCCCCn1c(CN2CCc3ccccc3C2)nc2c1c(=O)n(C)c(=O)n2C	x	5	1
CC(=O)NC1CCCN(C(=O)c2cccn2Cc2ccccc2)C1 (centres undefined)	x	-17	-9
CC1(C(=O)NCc2ccco2)CCN1C(=O)C1(c2ccccc2)CC1 (centres undefined)	x	3	-10
CC(C)(C)Cc1nnc(C2CCCN(C(=O)Nc3ccccc3)C2)o1 (centres undefined)	-7	-5	-7
CCn1nnc2c(N(Cc3ccccc3)Cc3ccccc3)ncnc21	x	11	-12
O=c1ccc(S(=O)(=O)N2CCCC2)cn1CN1CCCC1c1cccs1 (centres undefined)	x	1	-8
O=C(Nc1ccccc1)C1CSC2(c3ccccc3)CCC(=O)N12 (centres undefined)	-7	11	-10
COc1cc(=O)n(-c2ccc(C)cc2)nc1C(=O)NC(c1ccccc1)c1ccccc1	-7	7	-10
CCc1ccc(S(=O)(=O)NCC(c2ccc3c(c2)CCN3C)N2CCN(C)CC2)s1 (centres undefined)	-7	3	-3
O=C(Nc1ccc(-c2nc3ccccc3o2)c(O)c1)c1ccc(OCc2ccccc2)cc1	-6	-2	-3
CC(=O)N1CCCN(C(=O)CCc2ccccc2F)CC1	x	2	-9
CSc1ccc(NC(=O)C2(C)CCN2C(=O)C2(c3ccccc3)CC2)cc1 (centres undefined)	1	-5	0
COCCN(Cc1nccn1Cc1ccc(Cl)cc1Cl)C(=O)c1ccc(Cl)cc1	0	-2	0
C=CCn1c(SCc2ccc(C(=O)O)cc2)nnc1-c1ccccc1Cl	-6	1	-3
O=C(C=Cc1ccc2ccccc2n1)OCc1cc(=O)n2cc(Br)ccc2n1	x	7	-6
COc1ccccc1N=C1SC(C(=O)Nc2ccccc2F)CC(=O)N1C (centres undefined)	-4	5	-3
Cc1ccc(-c2nn(-c3cccc(F)c3)cc2CNCCc2ccco2)o1	-6	1	-6
CC(C)(CCl)Nc1nc2ccccc2s1	x	0	-7

By substructure: the entries above with a cyano group.
SMILES	mcGAS lum	NPYLR7 agonist	hcGAS inh
Cc1cc(C)n(CCN2C(=O)NC(CC(=O)O)C2=O)c(=O)c1C#N (centres undefined)	x	2	3
N#CC(C(=O)CC(C1CC1)C1CC1)C(=O)NC1CC1 (centres undefined)	x	1	-8

Complete entries, looked up by structure.
Cc1ccc(-n2ncc3c(C(C)C)nn(CC(=O)N4CCC(C)CC4)c(=O)c32)cc1C in the list: mcGAS lum: x; NPYLR7 agonist: 18; hcGAS inh: -3
OC(CN1CCCC1)Cn1c2ccc(Cl)cc2c2cc(Cl)ccc21 (centres undefined) in the list: mcGAS lum: x; NPYLR7 agonist: -15; hcGAS inh: 12
COc1cc(-c2ccc(S(C)(=O)=O)cc2)nc(OC)n1 in the list: mcGAS lum: x; NPYLR7 agonist: 6; hcGAS inh: -4
